Source: PubChem
Lmaj promast: inhibitors of Leishmania major promastigote growth. Leishmania major promastigotes, resazurin fluorescence viability. inhibition, % at 10 µM. 200,000 tested, 9% active. AID 1063;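 also: promastigotes grown with compound for 44 hours at 28 °C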
PMI act hi M6P: activators of human phosphomannose isomerase at near-saturating mannose 6-phosphate; activation factor at 20 µM; coupled PMI enzyme assay, resazurin fluorescence, 20 min; stronger effect = higher value; 1 = untreated enzyme, 0 = substrate-free blank; AID 1216; 190,000 tested, 0.34% active;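 active = activation factor of 2 or more at 20 µM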
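Material: human phosphomannose isomerase with PGI, G6PDH, diaphorase coupling enzymes. Quantity: 15 ng/mL PMI. Medium: HEPES pH 7.4 buffer with MgCl2 and Tween-20. Reagent: Near-saturating mannose-6-phosphate, 1.0 mM. Compound: 20 µM single dose. Times: enzyme reaction with compound 20 min at room temperature. Detection: resorufin fluorescence at Ex 544/Em 590 nm.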
RAM inhibit: inhibitors of the yeast RAM network | AID 868 | S. cerevisiae dse1pr::URA3 reporter, 5-FOA growth OD615, 2 d; analog-sensitive cbk1-as2 kinase mutant strain | inhibition, % at 50 µM | 190,000 tested, 1.8% active;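 active = inhibition above a set limit, 3 SD over mean compound inhibition, cut at about 8.4% in these data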;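 also: 0% = DMSO-only wells with no growth and 100% = 10 µM 1-NA-PP1 full growth; inhibition rescues growth on 5-FOA so higher OD means more RAM inhibition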
DTT redox prof: compounds producing H2O2 with reducing agent – biochemical, NIH compound library profiling, artefact control for MLSCN library redox annotation, primary screen; DTT-dependent redox cycling H2O2, phenol red/HRP absorbance; 100% = 100 µM peroxide control, 0% = buffer; activation, % at 10 µM; 200,000 tested, 0.03% active; AID 878;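 active = activation of at least 50% relative to the plate's high and low controls in the primary single-dose screen; inactive = activation below 50%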;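 also: compound incubated with DTT at 0.8 mM final as the reducing agent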
Hsp70 act: Hsp70 transcriptional activation, primary screen; activation, % at 10 µM; 200,000 tested, 0.04% active; HeLa Hsp70 promoter luciferase reporter, luminescence; scaled: vehicle 0, proteasome-inhibitor control 100%;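 active = activation above the mean across all tested compounds plus 3 SD, cutoff set per campaign, cut at about 5.5% in these data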;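 also: 100% = MG132 at 30 µM as the positive control and 0% = DMSO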
TLR4-MyD88 BLA: TLR4-MyD88 interaction inhibition in cells. 200,000 tested, 0.18% active. inhibition, % at 8.4 µM. HeLa CL3-4 TLR4/MyD88 BLA complementation, FRET ratio; in the data active = inhibition above about 25%;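 also: 0% = vehicle and 100% = reference inhibitor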
Target sequence (O00206 whole entry, looked up): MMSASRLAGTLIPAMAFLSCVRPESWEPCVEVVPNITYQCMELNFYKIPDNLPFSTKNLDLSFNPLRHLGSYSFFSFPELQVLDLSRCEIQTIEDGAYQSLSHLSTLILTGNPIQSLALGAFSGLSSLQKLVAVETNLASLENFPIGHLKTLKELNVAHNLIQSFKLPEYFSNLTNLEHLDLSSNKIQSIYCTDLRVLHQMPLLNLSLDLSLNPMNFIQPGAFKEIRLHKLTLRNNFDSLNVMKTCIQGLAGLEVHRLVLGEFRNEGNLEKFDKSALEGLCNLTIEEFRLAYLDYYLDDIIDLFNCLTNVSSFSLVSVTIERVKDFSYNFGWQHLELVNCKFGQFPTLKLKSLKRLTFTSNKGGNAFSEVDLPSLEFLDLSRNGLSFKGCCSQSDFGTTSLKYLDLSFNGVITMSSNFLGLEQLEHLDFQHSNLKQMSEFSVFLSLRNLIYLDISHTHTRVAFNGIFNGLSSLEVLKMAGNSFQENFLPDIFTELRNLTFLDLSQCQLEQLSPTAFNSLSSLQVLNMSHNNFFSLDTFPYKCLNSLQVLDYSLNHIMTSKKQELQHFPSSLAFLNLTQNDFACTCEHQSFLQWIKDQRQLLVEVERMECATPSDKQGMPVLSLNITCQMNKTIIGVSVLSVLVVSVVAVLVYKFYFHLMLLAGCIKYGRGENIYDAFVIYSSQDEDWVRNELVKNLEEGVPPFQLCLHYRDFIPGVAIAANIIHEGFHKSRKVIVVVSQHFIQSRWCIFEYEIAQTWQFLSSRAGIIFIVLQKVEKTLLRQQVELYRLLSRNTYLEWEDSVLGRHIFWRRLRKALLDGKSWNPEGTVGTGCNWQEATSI
Target sequence (Q99836 whole entry, looked up): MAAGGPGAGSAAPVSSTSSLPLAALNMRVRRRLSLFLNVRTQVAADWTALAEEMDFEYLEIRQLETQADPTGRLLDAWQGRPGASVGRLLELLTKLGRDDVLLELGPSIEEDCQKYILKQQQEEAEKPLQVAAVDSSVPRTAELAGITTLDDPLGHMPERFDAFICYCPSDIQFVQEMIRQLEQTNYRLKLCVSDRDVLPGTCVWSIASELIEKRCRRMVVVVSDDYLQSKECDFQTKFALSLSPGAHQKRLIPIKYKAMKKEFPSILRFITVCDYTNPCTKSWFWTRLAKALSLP
PMI act: increases human mannose-6-phosphate isomerase activity; activation factor at 20 µM; P34949; 190,000 tested, 0.005% active; purified human PMI, coupled resazurin fluorescence, 20 min; stronger effect = higher value; 1 = vehicle control, 0 substrate-free wells; AID 1214;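 active = activation factor of 2 or more at 20 µM, relative to plate controls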
Diaph act CS: counter-screen for diaphorase-based assays: diaphorase activators and chemical reducers; Diaphorase/resazurin coupled assay, resorufin fluorescence, 16 min; stronger effect = higher value; 1 = vehicle wells, 0 = NADH-free wells; activation factor at 20 µM; 190,000 tested, 0.005% active;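 active = diaphorase activity raised at least twofold by the compound at 20 µM; inactive = activation factor below 2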
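Test system: Clostridium kluyveri diaphorase, purified enzyme; input: enzyme 0.07 U/mL final; buffer or medium: 50 mM HEPES pH 7.4 with 4.542 mM MgCl2, 0.005% Tween 20; also added: 0.114 mM NADH and 0.1 mM resazurin, final amounts; schedule: 16 min enzyme reaction, ambient temperature; technique: fluorescence of resorufin, 544 nm excitation, 590 nm emission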
G6PDH CS: inhibits Leuconostoc G6PDH, flagging false hits in G6PDH-based assays | Purified L. mesenteroides G6PDH, diaphorase/resazurin coupled fluorescence, 45 min | inhibition, % at 5 µM | 200,000 tested, 0.12% active
Diaph inh CS: inhibits diaphorase or chemically oxidizes, flagging diaphorase assay artifacts | diaphorase resazurin-to-resorufin fluorescence, NADH, 16 min; bacterial (C. kluyveri) enzyme, not human | inhibition, % at 20 µM | 190,000 tested, 0.69% active;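 active = primary screen inhibition at 20 µM above a set limit, cut at about 50% in these data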;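 also: plate controls were DMSO with full reaction for no effect and wells lacking NADH for full effect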
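Benchmarks: positive control wells lacking NADH, neutral wells with DMSO only. System: bacterial diaphorase enzyme (C. kluyveri). Input: 0.14 U/mL diaphorase, enzyme working solution. Detection: resorufin fluorescence, excitation 544 nm, emission 590 nm. Times: 16-min room-temperature incubation before reading.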
S1P3 antagonist: antagonists of human S1P3 receptor; Q99500; CHO S1P3 NFAT-BLA reporter, FRET fluorescence, antagonist mode; inhibition, % at 4.98 µM; 170,000 tested, 0.27% active; AID 485;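 active = inhibition above the plate cutoff, the mean inhibition of test wells on that plate plus 3 SD, cut at about 28% in these data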;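 also: cells challenged with S1P at its EC80 of 0.8 µM; blue over green emission ratio from cleaved BLA substrate after 4 h stimulation; 0% = S1P-stimulated wells and 100% = unstimulated DMSO-only wells; some compounds past the cut are filed as inactive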
An asterisk follows results filed as active. Rule as the data show it, unless noted: active = inhibition above about 50%; inactive = the rest.

Preview, 2 compounds:
`O=C(N/N=C/c1ccc(OC2CSC2)cc1)c1ccccc1` gave Lmaj promast -4, PMI act hi M6P 0.9, RAM inhibit 1.0, DTT redox prof -3.2, Hsp70 act 0.5, TLR4-MyD88 BLA 3, PMI act 1, Diaph act CS 0.9, G6PDH CS 2 and Diaph inh CS 11.
Screening c1ccc(Cn2c(-c3ccccc3)nc3nc4ccccc4nc32)cc1 returned Lmaj promast 84*, PMI act hi M6P 1, RAM inhibit 5.3, DTT redox prof -0.2, Hsp70 act -0.2, TLR4-MyD88 BLA 0, PMI act 1, Diaph act CS 0.8, G6PDH CS -7, Diaph inh CS 21 and S1P3 antagonist -1.

All compounds of this part, from the first entry:
`O=C(N/N=C/c1ccc(OC2CSC2)cc1)c1ccccc1` gave Lmaj promast -4, PMI act hi M6P 0.9, RAM inhibit 1.0, DTT redox prof -3.2, Hsp70 act 0.5, TLR4-MyD88 BLA 3, PMI act 1, Diaph act CS 0.9, G6PDH CS 2 and Diaph inh CS 11.
Screening c1ccc(Cn2c(-c3ccccc3)nc3nc4ccccc4nc32)cc1 returned Lmaj promast 84*, PMI act hi M6P 1, RAM inhibit 5.3, DTT redox prof -0.2, Hsp70 act -0.2, TLR4-MyD88 BLA 0, PMI act 1, Diaph act CS 0.8, G6PDH CS -7, Diaph inh CS 21 and S1P3 antagonist -1.
Cc1cc(NC(=O)CSc2nc3ccccc3c(=O)n2Cc2ccccc2)no1 was read as Lmaj promast 13, PMI act hi M6P 0.9, RAM inhibit 4.8, DTT redox prof 0.3, Hsp70 act -0.4, TLR4-MyD88 BLA 13, PMI act 0.9, Diaph act CS 0.9, G6PDH CS 7, Diaph inh CS 10 and S1P3 antagonist 23.
`CCOC(=O)N1CCN(C(=S)NC(C)(C)C)CC1` gave Lmaj promast -4, PMI act hi M6P 1.1, RAM inhibit 1.1, DTT redox prof 0.9, Hsp70 act 0.0, TLR4-MyD88 BLA 6, PMI act 1, Diaph act CS 0.9, G6PDH CS -2 and Diaph inh CS 8.
`CCNc1nc(OCCNS(=O)(=O)c2cc(C)ccc2C)nc(N(C)C)n1` gave Lmaj promast 10, PMI act hi M6P 1, RAM inhibit -0.8, DTT redox prof -1.2, Hsp70 act -0.4, TLR4-MyD88 BLA -2, PMI act 1, Diaph act CS 0.8, G6PDH CS 4, Diaph inh CS 18 and S1P3 antagonist 19.
C=CCOc1ccc(/C=N\NC(N)=S)cc1 was read as Lmaj promast 38, PMI act hi M6P 1.1, RAM inhibit -0.5, DTT redox prof -1.3, Hsp70 act 0.0, TLR4-MyD88 BLA 11, PMI act 1.1, Diaph act CS 0.9, G6PDH CS 13, Diaph inh CS 12 and S1P3 antagonist 8.
Screening O=c1c2ccccc2ncn1CCCOc1ccccc1[N+](=O)[O-] returned Lmaj promast 0, PMI act hi M6P 1, RAM inhibit 3.7, DTT redox prof -0.1, Hsp70 act 0.1, TLR4-MyD88 BLA -7, PMI act 1, Diaph act CS 0.9, G6PDH CS -3 and Diaph inh CS 9.
Screening Cc1ccc(-c2noc(-c3ccccc3C(=O)N3CCN(C)CC3)n2)cc1 returned Lmaj promast 15, PMI act hi M6P 1, RAM inhibit 0.1, DTT redox prof -0.3, Hsp70 act -0.4, TLR4-MyD88 BLA 23, PMI act 1, Diaph act CS 1, G6PDH CS 5, Diaph inh CS 5 and S1P3 antagonist -26.
`CCOC(=O)c1ccc(NC(=O)c2cccc(S(=O)(=O)N3CCOCC3)c2)cc1` gave Lmaj promast 11, PMI act hi M6P 0.9, RAM inhibit -0.3, DTT redox prof -2.5, Hsp70 act -0.3, TLR4-MyD88 BLA 0, PMI act 1.2, Diaph act CS 0.7, G6PDH CS 11, Diaph inh CS 32 and S1P3 antagonist 16.
`O=C(CSc1ccc2nnc(-c3cccnc3)n2n1)c1ccccc1` gave Lmaj promast 15, PMI act hi M6P 1.2, RAM inhibit -0.2, DTT redox prof -1.6, Hsp70 act -0.2, TLR4-MyD88 BLA 2, PMI act 1.2, Diaph act CS 0.9, G6PDH CS -6, Diaph inh CS 15 and S1P3 antagonist -1.
`CC1(C)CC(CC(=O)Nc2ccccn2)C(=O)O1` (stereo unspecified) gave Lmaj promast -5, PMI act hi M6P 1, RAM inhibit 2.8, DTT redox prof 0.3, Hsp70 act -0.3, TLR4-MyD88 BLA 1, PMI act 1, Diaph act CS 0.9, G6PDH CS 15 and Diaph inh CS 6.
`O=C(CSc1nc(-c2ccco2)cc(C(F)(F)F)n1)Nc1ccccc1C(F)(F)F` gave Lmaj promast 4, PMI act hi M6P 1, RAM inhibit 4.0, DTT redox prof -2.1, Hsp70 act -0.3, TLR4-MyD88 BLA -4, PMI act 1.1, Diaph act CS 1, G6PDH CS 2 and Diaph inh CS 3.
Screening O=C(Nc1ncccn1)c1cccs1 returned Lmaj promast -4, PMI act hi M6P 1.1, RAM inhibit 0.7, DTT redox prof 0.9, Hsp70 act 0.1, TLR4-MyD88 BLA 2, PMI act 1.1, Diaph act CS 0.9, G6PDH CS 1, Diaph inh CS 6 and S1P3 antagonist -12.
Screening O=C(CSc1cccc[n+]1[O-])Nc1ccc2c(c1)OCO2 returned Lmaj promast 0, PMI act hi M6P 1, RAM inhibit -0.7, DTT redox prof -1.4, Hsp70 act 0.1, TLR4-MyD88 BLA -7, PMI act 1.1, Diaph act CS 1, G6PDH CS 2, Diaph inh CS -2 and S1P3 antagonist -12.
Screening CC(/C=C/c1ccccc1F)=N\NC(=O)c1ccccc1 returned Lmaj promast 17, PMI act hi M6P 1, RAM inhibit 4.4, DTT redox prof 0.0, Hsp70 act -0.2, TLR4-MyD88 BLA 4, PMI act 1, Diaph act CS 0.9, G6PDH CS 5, Diaph inh CS 6 and S1P3 antagonist -6.
Screening Cc1ccc(S(=O)(=O)N2CCOCC2)cc1C(=O)N1c2ccccc2Sc2ccccc21 returned Lmaj promast 99*, PMI act hi M6P 0.8, RAM inhibit 4.0, DTT redox prof -1.4, Hsp70 act 0.2, TLR4-MyD88 BLA 0, PMI act 0.8, Diaph act CS 0.7, G6PDH CS 10 and Diaph inh CS 26.
For O=C1c2ccccc2C(=O)N1CC(O)CNc1ccc(Br)cc1 (stereo unspecified) the results were Lmaj promast 9, PMI act hi M6P 1, RAM inhibit 4.0, DTT redox prof -0.3, Hsp70 act -0.4, TLR4-MyD88 BLA 3, PMI act 1, Diaph act CS 0.9, G6PDH CS -2, Diaph inh CS 12 and S1P3 antagonist 4.
CC(C)(C)C1CCc2c(C(=O)NNC(=O)CCCC(=O)O)csc2C1 (stereo unspecified) was read as Lmaj promast -5, PMI act hi M6P 1, RAM inhibit 2.9, DTT redox prof -0.2, Hsp70 act -0.4, TLR4-MyD88 BLA -14, PMI act 1.1, Diaph act CS 1, G6PDH CS -7, Diaph inh CS -1 and S1P3 antagonist -7.
`COC(=O)c1nn(-c2ccc(OC)cc2)c(=O)c2c(N)sc(C)c12` gave Lmaj promast 0, PMI act hi M6P 0.6, RAM inhibit 2.4, DTT redox prof -0.3, Hsp70 act -0.3, TLR4-MyD88 BLA -14, PMI act 1, Diaph act CS 0.8, G6PDH CS 9, Diaph inh CS 21 and S1P3 antagonist 1.
For O=C(CCc1nc(-c2ccccc2F)no1)NCCN1CCc2ccccc2C1 the results were Lmaj promast 13, PMI act hi M6P 1.1, RAM inhibit -0.6, DTT redox prof 0.2, Hsp70 act 0.0, TLR4-MyD88 BLA -7, PMI act 1.2, Diaph act CS 0.9, G6PDH CS 14, Diaph inh CS 8 and S1P3 antagonist 3.
NC(=O)CC[C@@H]1NC(=O)[C@H](CO)NC(=O)c2cc([N+](=O)[O-])cc(I)c2NCCCC[C@@H](C(N)=O)NC(=O)[C@H](Cc2ccc(O)cc2)NC1=O was read as Lmaj promast -4, PMI act hi M6P 1, RAM inhibit 1.8, DTT redox prof 0.3, Hsp70 act -0.1, TLR4-MyD88 BLA -11, PMI act 1.2, Diaph act CS 0.8, G6PDH CS 14, Diaph inh CS 21 and S1P3 antagonist -9.
CC(Oc1ccc(Cl)cc1Cl)C(=O)Nc1ncccn1 (stereo unspecified) was read as Lmaj promast -2, PMI act hi M6P 1, RAM inhibit -1.1, DTT redox prof -2.4, Hsp70 act -0.4, TLR4-MyD88 BLA -12, PMI act 1.1, Diaph act CS 1, G6PDH CS -5, Diaph inh CS 4 and S1P3 antagonist 5.
Cc1ccccc1SCc1noc(C(=O)NC(C)C)c1C(=O)O was read as Lmaj promast 0, PMI act hi M6P 1, RAM inhibit 1.2, DTT redox prof -11, Hsp70 act -0.2, TLR4-MyD88 BLA 8, PMI act 1.1, Diaph act CS 1.1, G6PDH CS 4 and Diaph inh CS -14.
COc1ccc(-c2cc(C(=O)N3CCc4ccccc4C3)no2)cc1 was read as Lmaj promast -6, PMI act hi M6P 0.9, RAM inhibit 1.1, DTT redox prof -0.3, Hsp70 act -0.1, TLR4-MyD88 BLA -7, PMI act 1, Diaph act CS 0.8, G6PDH CS 16, Diaph inh CS 19 and S1P3 antagonist -19.
Cc1ccc(C)c(NS(=O)(=O)c2ccc(OCC(=O)NCC3CCCO3)cc2)c1 (stereo unspecified) was read as Lmaj promast 1, PMI act hi M6P 1, RAM inhibit 0.4, DTT redox prof -1.7, Hsp70 act 0.0, TLR4-MyD88 BLA -10, PMI act 0.9, Diaph act CS 1, G6PDH CS 2, Diaph inh CS -1 and S1P3 antagonist 0.
`COc1ccc(-n2nnnc2Sc2ccc(S(=O)(=O)N3CCOCC3)cn2)cc1` gave PMI act hi M6P 1.1, PMI act 1, Diaph act CS 0.8, G6PDH CS 8, Diaph inh CS 23 and S1P3 antagonist -9.
Screening CCc1noc(N)c1C(=O)Nc1ccc(F)c(Cl)c1 returned Lmaj promast -7, PMI act hi M6P 0.9, RAM inhibit 1.9, DTT redox prof -3.9, Hsp70 act -0.1, TLR4-MyD88 BLA 3, PMI act 0.9, Diaph act CS 0.9, G6PDH CS 2, Diaph inh CS 11 and S1P3 antagonist 17.
